PP1 counter – blocks human PP1-alpha phosphatase, a PP5 counter-screen. P62136. 0.9% of 320,000 active. purified PP1alpha, OMFP fluorescence. inhibition, % at 6.7 µM;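 active = inhibition above the mean inhibition of all tested compounds plus 3 SD, computed separately for each screening campaign, cut at about 15% in these data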
proCasp3 act – procaspase-3 (human) activation; recombinant procaspase-3 D3A, Ac-DEVD-pNA absorbance 405 nm; activation, % at 8.5 µM; 0.11% of 330,000 active; AID 463141;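 active = activation above the mean of all tested compounds plus 3 SD, cut at about 21% in these data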;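 note: 0% = DMSO alone and 100% = DMSO wells spiked with extra 5 µM PC-3 D3A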
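Compound: 8.5 µM single point, 0.8% DMSO / Material: Autoprocessing-dead procaspase-3 D3A mutant enzyme / Timing: 1 h preincubation plus 2 h reaction at 25 °C / Medium: Zinc-free HEPES/NaCl buffer with 0.01% Triton X-100 at pH 7.4 / Technique: 405 nm absorbance of p-nitroaniline, reads at 0 and 120 min / Repeats: one well per compound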
PP5 inh – blocks human protein phosphatase 5 activity; purified PP5c, OMFP substrate fluorescence; inhibition, % at 6.7 µM; 0.18% of 320,000 active; AID 1987;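 active = inhibition above the campaign's mean inhibition across all tested compounds plus 3 SD, cut at about 9.5% in these data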;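 note: 0% = DMSO only and 100% = 100 µM cantharidin control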
JMJD2C inh – human JMJD2C demethylase inhibition. Q9H3R0. GST-JMJD2C(1-420) H3K9me3 demethylation, DELFIA europium. inhibition, % at 2.35 µM. 0.069% of 330,000 active;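 active = more than half of a compound's replicate wells show inhibition beyond 50%, single wells judged on their own value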;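 note: signal counts dimethyl H3K9 product captured on neutravidin plate; 0% = median of DMSO wells and 100% = 0.3 times that DMSO median; strong numbers were not always called active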
proCasp7 act – counter-screen for procaspase-3 activators: activators of human procaspase-7; 0.093% of 330,000 active; P55210; activation, % at 8.5 µM; AID 463210; recombinant procaspase-7, Ac-DEVD-pNA absorbance 405 nm; D23A/D198A/D206A triple mutant, cannot self-cleave; scale: DMSO 0, 5 µM enzyme 100;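 active = percent activation above the screen-wide mean plus 3 SD, cut at about 25% in these data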
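Detection: p-Nitroaniline absorbance at 405 nm, read at 0 and 120 min; system: Uncleavable procaspase-7 mutant enzyme; evaluation: % activation from two-timepoint absorbance difference, scaled to controls; times: 1 h enzyme–compound preincubation and 2 h substrate reaction, both 25 °C; buffer or medium: Zinc-free HEPES pH 7.4 with 300 mM NaCl, 0.01% Triton X-100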
core dimer inh – HCV core protein dimerization inhibition. TR-FRET GST/Flag-core106 dimerization, 1536-well. inhibition, % at 5 µM. 0.33% of 300,000 active;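 active = inhibition above the mean of all tested compounds plus 3 SD, set per screening campaign, cut at about 45% in these data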
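Assay system: Tagged HCV core106 pair (GST and Flag) | Buffer or medium: KF-containing HEPES buffer, pH 7.45, DTT, CHAPS, BSA | Also added: Eu donor and XL665 acceptor anti-tag antibodies | Dosing: One concentration, 5 µM, in 0.5% DMSO | Timing: 4 h at 22.5 °C | Technique: TR-FRET 671 and 617 nm emission | Repeats: Singlicate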
VLA-4 inh – inhibition in a human VLA-4 binding assay. VLA-4 expressing cells, ligand binding flow cytometry. inhibition, % (about 7 µM as worked out from the volumes in the protocol). AID 2557. 0.2% of 330,000 active. P13612; in the data active = inhibition above about 50%
Target sequence (P13612 whole entry, looked up): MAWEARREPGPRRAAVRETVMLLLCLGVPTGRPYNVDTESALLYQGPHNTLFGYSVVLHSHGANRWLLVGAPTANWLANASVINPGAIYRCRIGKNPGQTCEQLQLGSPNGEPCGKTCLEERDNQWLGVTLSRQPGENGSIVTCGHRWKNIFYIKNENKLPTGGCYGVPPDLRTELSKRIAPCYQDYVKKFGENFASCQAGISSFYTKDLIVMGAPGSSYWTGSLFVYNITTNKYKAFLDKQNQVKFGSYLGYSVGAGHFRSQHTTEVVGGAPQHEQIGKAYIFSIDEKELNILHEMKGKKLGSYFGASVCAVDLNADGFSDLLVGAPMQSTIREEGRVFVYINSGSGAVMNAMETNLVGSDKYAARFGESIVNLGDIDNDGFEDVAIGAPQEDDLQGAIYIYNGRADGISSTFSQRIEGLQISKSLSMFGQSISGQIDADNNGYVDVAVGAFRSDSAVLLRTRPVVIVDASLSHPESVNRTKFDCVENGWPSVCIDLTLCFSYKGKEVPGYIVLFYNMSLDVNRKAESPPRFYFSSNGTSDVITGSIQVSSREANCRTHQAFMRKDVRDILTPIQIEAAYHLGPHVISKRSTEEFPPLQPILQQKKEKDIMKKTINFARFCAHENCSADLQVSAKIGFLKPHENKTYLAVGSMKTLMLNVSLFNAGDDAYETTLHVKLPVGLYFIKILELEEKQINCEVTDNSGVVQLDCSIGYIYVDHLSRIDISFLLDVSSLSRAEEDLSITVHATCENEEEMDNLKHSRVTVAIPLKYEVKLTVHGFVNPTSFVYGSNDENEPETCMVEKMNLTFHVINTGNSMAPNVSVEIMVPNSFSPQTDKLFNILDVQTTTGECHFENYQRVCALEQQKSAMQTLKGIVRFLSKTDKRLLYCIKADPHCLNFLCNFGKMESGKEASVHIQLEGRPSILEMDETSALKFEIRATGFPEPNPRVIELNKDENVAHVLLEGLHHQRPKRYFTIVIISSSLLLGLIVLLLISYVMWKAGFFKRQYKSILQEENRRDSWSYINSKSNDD
Fh CTSL1 inh – counter-screen for PFM18AAP inhibitors: inhibitors of F. hepatica cathepsin L1 | inhibition, % at 5.96 µM | recombinant F. hepatica cathepsin L1, Z-Leu-Arg-MCA fluorescence | AID 1906 | 0.49% of 300,000 active;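 active = inhibition above the mean of all tested compounds plus 3 SD, set per screening campaign, cut at about 17% in these data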;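 note: 0% = plate median of test compound wells and 100% = 1 µM Z-Phe-Ala-diazomethylketone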
GRK2 aptamer HTS – blocks RNA aptamer binding to human GRK2 | P25098 | bead flow cytometry, FAM-aptamer displacement from GRK2 | inhibition of aptamer binding, % at 10 µM | 0.59% of 330,000 active;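 active = inhibition of aptamer binding above 40%, roughly 3 SD of noise, on plates passing a quality check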;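 note: median bead fluorescence of bound FAM aptamer so fluorescent compounds give negative values; no value below 0 was filed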
Active calls of the source: *. Random draw from the library; any-hit rate near 2.6%.

For COC(=O)c1sccc1NC(=O)c1ccc(OC)cc1OC the results were PP1 counter 0, proCasp3 act 6, PP5 inh 1.6, JMJD2C inh -3, proCasp7 act 5, core dimer inh 2, VLA-4 inh 8, Fh CTSL1 inh -3 and GRK2 aptamer HTS 0.
For Cc1c(C=O)c2ccccc2n1CC(=O)N1CCc2ccccc2C1 the results were PP1 counter 6, proCasp3 act -1, PP5 inh -1.2, JMJD2C inh -20, proCasp7 act -3, core dimer inh -2, VLA-4 inh 2, Fh CTSL1 inh 0 and GRK2 aptamer HTS 0.
For Cc1nc(CCNC(=O)c2ccccc2)cs1 the results were PP1 counter -1, proCasp3 act 9, PP5 inh 1.2, JMJD2C inh -7, proCasp7 act 9, core dimer inh -2, VLA-4 inh 0, Fh CTSL1 inh -2 and GRK2 aptamer HTS 4.
`Cc1ccc(CN2CCN(c3ccccn3)CC2)s1` gave PP1 counter -1, proCasp3 act 0, PP5 inh -0.3, JMJD2C inh 5, proCasp7 act 3, core dimer inh -13, VLA-4 inh 3, Fh CTSL1 inh -3 and GRK2 aptamer HTS 0.
For Cc1noc(C)c1S(=O)(=O)Nc1ccc(C(=O)NC2CCCCC2)cc1 the results were PP1 counter -2, proCasp3 act 3, PP5 inh 2.1, JMJD2C inh -2, proCasp7 act 8, core dimer inh -6, VLA-4 inh 4, Fh CTSL1 inh 2 and GRK2 aptamer HTS 3.
`C[C@H](CO)N1C[C@H](C)[C@@H](CN(C)CC2CC2)Oc2c(NC(=O)Cc3ccccc3)cccc2C1=O` gave proCasp3 act -1, JMJD2C inh 1, proCasp7 act 2, VLA-4 inh 10 and GRK2 aptamer HTS 4.
Cc1ccc(NC(=O)c2ccc(NS(=O)(=O)c3cccc4cccnc34)cc2)cc1 was read as PP1 counter -2, proCasp3 act -1, PP5 inh 2.7, JMJD2C inh -2, proCasp7 act 15, core dimer inh 4, VLA-4 inh 7, Fh CTSL1 inh -2 and GRK2 aptamer HTS 1.
For Cc1ccc(-c2nn(-c3ccccc3)cc2C(N)=O)o1 the results were PP1 counter -1, proCasp3 act -4, PP5 inh 3.5, JMJD2C inh 11, proCasp7 act 0, core dimer inh 10, VLA-4 inh 15, Fh CTSL1 inh -3 and GRK2 aptamer HTS 2.
For CO/C=C\C=C/c1nnn(-c2ccc(Cl)cc2)n1 the results were PP1 counter -5, proCasp3 act 2, PP5 inh -2.5, JMJD2C inh 8, proCasp7 act -5, core dimer inh 42, VLA-4 inh 0, Fh CTSL1 inh 1 and GRK2 aptamer HTS 0.
COCCN(C(=O)COc1ccccc1)c1nnc(-c2cccnc2)s1 was read as PP1 counter -6, proCasp3 act -3, PP5 inh 3.3, JMJD2C inh 1, proCasp7 act -4, core dimer inh -4, VLA-4 inh 4, Fh CTSL1 inh 1 and GRK2 aptamer HTS 0.
Screening O=C(Nc1ccccn1)c1sc2cccc(F)c2c1Cl returned PP1 counter 4, proCasp3 act 2, PP5 inh -0.6, proCasp7 act 2, core dimer inh 0, VLA-4 inh 8, Fh CTSL1 inh -1 and GRK2 aptamer HTS 0.
For COc1ccc(C(C)(C)C)cc1NC(=O)COC(=O)c1ccc([N+](=O)[O-])o1 the results were PP1 counter -1, proCasp3 act 4, PP5 inh 3.2, JMJD2C inh -15, proCasp7 act -3, core dimer inh 4, VLA-4 inh -5, Fh CTSL1 inh 1 and GRK2 aptamer HTS 0.
Screening Cc1cc(Nc2ccc(C)c(F)c2)n2ncnc2n1 returned PP1 counter -1, proCasp3 act 3, PP5 inh -2.0, JMJD2C inh 7, proCasp7 act 7, core dimer inh 6, VLA-4 inh 1, Fh CTSL1 inh -2 and GRK2 aptamer HTS 0.
COC(=O)c1cccc(NC(=O)CSc2nnc(C)n2C)c1 was read as PP1 counter -6, proCasp3 act -1, PP5 inh -2.4, JMJD2C inh -5, proCasp7 act 5, core dimer inh -1, VLA-4 inh -1, Fh CTSL1 inh 3 and GRK2 aptamer HTS 1.
Screening COc1ccc(-c2nnc(NC(=O)C3CC3)o2)cc1 returned PP1 counter -2, proCasp3 act 0, PP5 inh -0.9, JMJD2C inh 10, proCasp7 act 18, core dimer inh -4, VLA-4 inh 1, Fh CTSL1 inh -4 and GRK2 aptamer HTS 3.

Continued; it opens with the two that closed the last part.
COC(=O)c1cccc(NC(=O)CSc2nnc(C)n2C)c1 was read as PP1 counter -6, proCasp3 act -1, PP5 inh -2.4, JMJD2C inh -5, proCasp7 act 5, core dimer inh -1, VLA-4 inh -1, Fh CTSL1 inh 3 and GRK2 aptamer HTS 1.
Screening COc1ccc(-c2nnc(NC(=O)C3CC3)o2)cc1 returned PP1 counter -2, proCasp3 act 0, PP5 inh -0.9, JMJD2C inh 10, proCasp7 act 18, core dimer inh -4, VLA-4 inh 1, Fh CTSL1 inh -4 and GRK2 aptamer HTS 3.
`COc1ccc(S(=O)(=O)N(C)CC(=O)Nc2ccccc2OC)cc1C` gave PP1 counter -3, proCasp3 act -3, PP5 inh 0.0, JMJD2C inh 1, proCasp7 act 2, core dimer inh 3, VLA-4 inh -50, Fh CTSL1 inh -1 and GRK2 aptamer HTS 1.
For CC(O)CNc1nc2c(c(=O)n(C)c(=O)n2C)n1CCc1ccccc1 (configuration not stated) the results were PP1 counter -4, proCasp3 act -3, PP5 inh 0.5, JMJD2C inh 5, proCasp7 act 1, core dimer inh 1, VLA-4 inh 3, Fh CTSL1 inh 1 and GRK2 aptamer HTS 10.
Screening Cc1nc(-c2ccccc2)sc1C1(C)CC(c2ccc(OC(F)(F)F)cc2)=NO1 (configuration not stated) returned PP1 counter -2, proCasp3 act 5, PP5 inh 2.0, proCasp7 act 6, core dimer inh -21, VLA-4 inh -1, Fh CTSL1 inh 3 and GRK2 aptamer HTS 0.
For Cn1c(CN2CCOCC2)nnc1SCC(=O)Nc1ccc([N+](=O)[O-])cc1O the results were PP1 counter -3, proCasp3 act -8, PP5 inh 1.6, JMJD2C inh 7, proCasp7 act 9, core dimer inh -16, VLA-4 inh -9, Fh CTSL1 inh 2 and GRK2 aptamer HTS 2.
`COc1ccc(-n2nnnc2SCC(=O)Nc2cccc(NC(C)=O)c2)cc1OC` gave PP1 counter -4, proCasp3 act 3, PP5 inh 2.9, JMJD2C inh -9, proCasp7 act -11, core dimer inh 0, VLA-4 inh -3, Fh CTSL1 inh -5 and GRK2 aptamer HTS 1.
Screening NC(=O)[C@H]1CC2(CC(c3cccc(NC(=O)CC(c4ccccc4)c4ccccc4)c3)=NO2)CN1C(=O)CC(c1ccccc1)c1ccccc1 (some centres not stated) returned PP1 counter 22*, proCasp3 act -3, PP5 inh 4.6, JMJD2C inh -3, proCasp7 act 9, core dimer inh 26, VLA-4 inh 13, Fh CTSL1 inh -4 and GRK2 aptamer HTS 2.
For COC(=O)c1cn(CC(=O)NC2CCCCC2)c2ccccc12 the results were PP1 counter 2, proCasp3 act 6, PP5 inh 1.6, JMJD2C inh 1, proCasp7 act 9, core dimer inh -4, VLA-4 inh 13, Fh CTSL1 inh -3 and GRK2 aptamer HTS 0.
Screening Cc1ccc(Cl)cc1N1CCN(C(c2ccc(C#N)cc2)c2nnnn2C2CCCC2)CC1 (configuration not stated) returned PP1 counter 10, proCasp3 act 2, PP5 inh 0.7, JMJD2C inh -1, proCasp7 act 4, core dimer inh 3, VLA-4 inh 9, Fh CTSL1 inh 3 and GRK2 aptamer HTS 2.
Screening Cc1ccc(NC(=O)Cn2cc([N+](=O)[O-])nc2C)cc1C returned PP1 counter 3, proCasp3 act -2, PP5 inh 0.8, JMJD2C inh 13, proCasp7 act -2, core dimer inh -4, VLA-4 inh -4, Fh CTSL1 inh 0 and GRK2 aptamer HTS 2.
Screening CCC1Sc2ccc(S(=O)(=O)Nc3ccc(OC)cc3)cc2NC1=O (configuration not stated) returned PP1 counter 2, proCasp3 act 3, PP5 inh 3.5, JMJD2C inh -28, proCasp7 act 2, core dimer inh 3, VLA-4 inh 3, Fh CTSL1 inh -5 and GRK2 aptamer HTS 0.
Screening CC(=O)Nc1ccccc1C(F)(F)F returned PP1 counter -2, proCasp3 act -4, PP5 inh -0.8, JMJD2C inh 1, proCasp7 act -4, core dimer inh 1, VLA-4 inh -7, Fh CTSL1 inh 5 and GRK2 aptamer HTS 0.
For COc1ccc(N2CC(C(=O)NC3=NCCS3)CC2=O)cc1 (configuration not stated) the results were PP1 counter -2, proCasp3 act 5, PP5 inh -2.3, JMJD2C inh 19, proCasp7 act 3, core dimer inh 1, VLA-4 inh 4, Fh CTSL1 inh -13 and GRK2 aptamer HTS 3.
`Nc1nonc1-n1nnc(C(=O)N/N=C/c2ccccn2)c1CNc1ccccc1` gave PP1 counter 3, proCasp3 act 4, PP5 inh 1.4, JMJD2C inh -25, proCasp7 act 1, core dimer inh 0, VLA-4 inh 5, Fh CTSL1 inh 6 and GRK2 aptamer HTS 2.
For Cc1nn(CCO)c2ncc(C(=O)c3cc(F)ccc3O)cc12 the results were PP1 counter 1, proCasp3 act 8, PP5 inh -1.0, JMJD2C inh 16, proCasp7 act 5, core dimer inh -17, VLA-4 inh -6, Fh CTSL1 inh 7 and GRK2 aptamer HTS 0.
`COCC(C)n1c(C)cc(C(=O)COc2ccc(C)nc2[N+](=O)[O-])c1C` (configuration not stated) gave PP1 counter 1, proCasp3 act -14, PP5 inh 3.0, JMJD2C inh 0, proCasp7 act -21, core dimer inh -5, VLA-4 inh -1, Fh CTSL1 inh -3 and GRK2 aptamer HTS 0.
Screening CC(NC(=O)CN1CCN(C(=O)c2cccs2)CC1)c1ccc(F)cc1F (configuration not stated) returned proCasp3 act 8, JMJD2C inh 9, proCasp7 act 0, VLA-4 inh -1 and GRK2 aptamer HTS 3.
`S=C(NCCc1ccccc1)N/N=C/C1CCCCC1` gave PP1 counter -9, proCasp3 act 5, PP5 inh 0.3, JMJD2C inh -39, proCasp7 act -5, core dimer inh 7, VLA-4 inh 4, Fh CTSL1 inh 0 and GRK2 aptamer HTS 7.
`O=C(CSc1nnnn1-c1ccccc1)Nc1nc(-c2ccccc2)ns1` gave PP1 counter -2, proCasp3 act 3, PP5 inh 4.1, JMJD2C inh 6, proCasp7 act 2, core dimer inh 7, VLA-4 inh 10, Fh CTSL1 inh -1 and GRK2 aptamer HTS 4.
Screening CCOC(=O)c1cc(-c2c(Cl)cccc2Cl)no1 returned PP1 counter -3, proCasp3 act 0, PP5 inh 0.1, JMJD2C inh 36, proCasp7 act 1, core dimer inh -4, VLA-4 inh 4, Fh CTSL1 inh -1 and GRK2 aptamer HTS 1.
`Cc1ccc(CNS(=O)(=O)NCc2cccs2)cc1` gave PP1 counter -3, proCasp3 act 2, PP5 inh 5.9, JMJD2C inh 1, proCasp7 act 2, core dimer inh -4, VLA-4 inh -6, Fh CTSL1 inh 1 and GRK2 aptamer HTS 3.

From PubChem BioAssay
